NCI-60 one-dose screen, 48 h, at 10 µM unless noted. Numbers give growth in % (100 = growth as untreated, 0 = no growth, -100 = all killed).
MDA-MB-468 = MDA-MB-468 breast cancer. 8.5% of 78,000 active
K-562 = K-562 leukemia | 7.4% of 78,000 active
BT-549 = BT-549 breast cancer; 4.4% of 78,000 active; AID 1794793
MOLT-4 = MOLT-4 leukemia cells; 6.9% of 80,000 active; AID 1794779
MCF7 = MCF7 breast cancer | 6.3% of 82,000 active
MDA-MB-435 = MDA-MB-435 melanoma; 7.8% of 82,000 active; AID 1794794
MDA-MB-231 = MDA-MB-231 breast cancer | 5% of 81,000 active
SR = SR leukemia cells. 8.7% of 73,000 active
An asterisk follows results filed as active; . = not tested or not shown; & = joins results of further samples. How the source made its calls: active means growth percent below 10; inactive means the rest.

smiles	MDA-MB-468	K-562	BT-549	MOLT-4	MCF7	MDA-MB-435	MDA-MB-231	SR
COc1ccc(S(=O)(=O)F)cc1C(=O)O	90.2	102.7	100.4	109.9	108.4	98.0	106.1	94.7
CC(C)(C)[C@H](NC(=O)c1cn(CCC2CCCCC2)c2ccccc12)C(N)=O	102.9	.	85.1	84.6	83.4	104.8	114.7	85.1
N#CC1(C#N)C(c2ccc(N(CCCl)CCCl)cc2)OC23CCCCC2C1(C#N)C(=N)O3 (configuration not stated)	56.5	.	84.6	.	49.3	101.5	95.3	.
O=C(CBr)C(=O)CBr	107.2	104.8	94.5	97.9	89.0	94.8	116.3	97.7
CCN(CCO)C(Cc1ccccc1)c1ccccc1 (configuration not stated)	96.0	107.1	100.3	.	94.0	94.4	101.2	116.1
Cn1cnc([N+](=O)[O-])c1[Se]c1nc(N)nc2nc[nH]c12	105.9	73.5	.	72.4	102.5	92.3	75.8	49.1
COC(=O)c1cc([N+](=O)[O-])cc([N+](=O)[O-])c1	126.3	81.1	101.8	106.5	94.1	103.5	104.9	98.9
O=C(O)CNC(=O)c1c(O)c2ccccc2n(Cc2ccccc2)c1=O	108.3	.	97.0	92.4	85.5	102.5	100.1	83.1
N/C(=N\O)c1cccnc1	93.4	105.3	100.1	107.8	100.2	106.5	114.1	87.0
CC1([N+](=O)[O-])COP(=O)(NCc2cccnc2)OC1 (configuration not stated)	113.3	107.2	111.5	96.0	96.1	116.5	102.2	89.8
CN(CCC#N)c1ccc(C=C(C#N)C#N)cc1	78.6	90.4	95.7	94.8	115.5	86.6	95.6	83.8
Oc1ccc(C(=C(Cl)Cl)c2ccc(O)cc2)cc1	69.4	49.2	85.2	66.2	76.3	87.8	68.9	66.6
CN(N=O)C1(C)C2CCC(C2)C1(C)C (configuration not stated)	115.1	91.4	99.2	89.0	102.4	107.3	97.3	94.4
COc1ccc(C(=O)c2sc3nc4c(cc3c2N)N2CCC4CC2)cc1	72.6	72.3	86.6	81.4	102.5	103.6	89.3	74.4
O=c1c2ccccc2[se]n1-c1ccccc1	96.9	71.3	115.9	65.5	112.6	91.4	93.5	86.9
CC[C@@H](CO)NC(=O)[C@@H]1C=C2c3cccc4[nH]cc(c34)C[C@H]2N(C)C1	125.7	111.8	101.2	82.6	107.3	96.6	100.7	.
CC(C)[C@@]12CC[C@@H]3[C@@]4(C)CCC[C@@](C)(C(=O)N5CCN(C)CC5)[C@@H]4C[C@H]4O[C@@]34[C@@H](OO1)O2	68.7	46.9	92.3	55.7	61.3	90.7	79.6	55.5
Cc1cccc(N2CCN(CCO)CC2)c1	114.8	112.7	.	111.7	107.5	115.8	116.2	127.6
CCC(C)C1(CC)C(=O)NC(=O)N(C)C1=O (configuration not stated)	105.4	105.5	99.2	99.7	92.5	104.2	110.0	92.3
CCOC(=O)Cc1ccccc1	92.8	89.1	108.8	86.9	103.6	104.3	100.7	115.8

Carrying on:
smiles	MDA-MB-468	K-562	BT-549	MOLT-4	MCF7	MDA-MB-435	MDA-MB-231	SR
N=C(N)N=Nc1c(O)[nH]c(=O)[nH]c1=O	100.8	.	102.0	.	94.0	113.7	115.3	.
CCOC(=O)C(Cc1ccc(N(CCCl)CCCl)cc1)NC(=O)C(CC(C)C)NC(C)=O (configuration not stated)	-45.6*	12.6	65.0	6.4*	21.3	44.4	51.6	-13.9*
COc1cc(/C=C2\C(=O)NC(=O)N(c3ccccc3)C2=O)cc(OC)c1OC	107.2	102.9	104.7	97.0	98.9	101.7	123.0	101.4
O=S(=O)(O)C(Br)c1ccccc1 (configuration not stated)	108.7	97.3	104.2	89.3	97.6	108.0	108.6	86.9
CC(N)Cc1ccc(O)cc1 (configuration not stated)	107.3	94.8	125.7	83.4	100.3	106.5	105.8	55.4
CN(C)c1ccc([N+](=O)[O-])c([N+](=O)[O-])c1	95.6&110.0	103.9&113.3	104.7&90.5	100.0&106.7	91.0&83.6	97.1&99.0	99.1&98.4	78.3
CCC[CH2][Sn]([CH2]CCC)([CH2]CCC)[O]C(=O)CC	-88.0*	-30.2*	-98.5*	7.4*	-82.1*	-89.3*	-79.4*	7.9*
COc1cc2c(cc1OC)[C@@H]1N(CC2)C(=O)c2ccccc2[C@@]1(C)C(=O)O	103.1	105.3	107.9	108.5	97.4	103.4	100.5	116.9
Cn1cc(C(=O)C[n+]2ccccc2)c2ccccc21	88.0	106.3	95.3	102.5	100.7	105.1	100.1	.
Cc1cc2c(cc1-c1nc(/C=C/C(=O)O)ccc1C)C(C)(C)CCC2(C)C	91.7	83.7	114.9	77.6	68.4	96.7	97.4	89.9
CO[C@H]1c2c([nH]c3c4c(ccc23)OC(C)(C)C=C4)C(C)(C)[C@H]2C[C@]34CCCN3C(=O)[C@@]21NC4=O	101.7	97.1	93.5	95.9	94.5	101.3	103.0	94.9
CC1=C2C(=C[C@@](C)(C=O)[C@@H]2O)C(=O)[C@](C)(O)C12CC2	-66.7*	24.2	-6.1*	16.5	3.1*	.	14.0	14.5
CC12CC(=O)C3(SC#N)C(CCC4=CC(=O)CCC43C)C1CCC2=O (configuration not stated)	24.5	89.0	90.7	22.2	57.7	70.9	100.1	86.1
CC(C(=O)O)N(C)N=O (configuration not stated)	111.4	112.9	112.8	111.5	85.8	93.0	111.5	123.2
C[C@]12CCc3sc(-c4ccccn4)nc3C1=CC[C@@H]1[C@@H]2CC[C@]2(C)C(=O)CC[C@@H]12	94.4	101.3	106.6	98.6	92.6	99.2	106.7	87.4
O=C1C(P(=O)(O)O)CC(O)N1O (configuration not stated)	103.9	105.5	101.4	100.5	97.9	104.9	102.5	111.8
CCc1cccc(CC)c1NC(=O)CCl	90.4	105.6	99.6	99.4	91.4	85.2	112.7	87.9
Cc1ccc(OC(=O)N(C)C)cc1	106.1	120.0	106.7	102.7	95.8	96.0	91.9	97.1
COc1cc(N(CCCl)CCCl)c(OC)cc1/C=N/NC(=O)CC(N)C(=O)O (configuration not stated)	97.4	120.2	110.4	88.8	90.3	92.7	106.8	85.8
C#CC1(OC(O)C(Cl)(Cl)Cl)CCCCC1 (configuration not stated)	93.9	98.3	100.9	104.0	96.0	107.8	117.0	104.1

More compounds follow.
smiles	MDA-MB-468	K-562	BT-549	MOLT-4	MCF7	MDA-MB-435	MDA-MB-231	SR
Cc1c(C(=O)c2ccccc2)c2ccccc2n1C	98.5	105.7	81.0	109.5	107.0	101.4	111.1	151.6
CN1C(=O)C23CC4(C56CC78SSC(CO)(C(=O)N7C5Nc5ccccc56)N(C)C8=O)c5ccccc5NC4N2C(=O)C1(CO)SS3 (configuration not stated)	-81.7*	-30.3*	-99.1*	-62.2*	-68.1*	-87.0*	-94.1*	-75.8*
C=CCC1C(=O)NC(=O)NC1=O	104.0	103.2	100.3	92.0	101.5	102.1	.	.
O=[N+]([O-])c1ccc(/C=C/C=C/c2ccc(S(=O)(=O)F)cc2Cl)c(Cl)c1	.	106.3	107.4	101.3	95.3	108.8	114.6	101.3
O=S(=O)(F)c1ccc2nc(-c3cccc(Sc4ccccc4)c3)cc(Cl)c2c1	107.3	95.3	97.6	.	98.3	98.2	105.1	82.6
CC(Cl)CN(C)C (configuration not stated)	116.0	98.1	.	82.7	116.9	112.1	109.1	90.5
CN1C2CCC1CC(OC(c1ccccc1)c1ccccc1)C2 (configuration not stated)	.	80.2	100.2	79.9	92.4	102.3	114.6	79.8
ClCc1cccc(CCl)c1	102.0	110.3	97.5	99.3	89.5	97.4	105.3	.
CCN(CC)CCC#N	113.0	96.3	108.5	79.9	99.7	111.2	114.9	93.9
O=C1CCCN1	109.1&89.3	103.3&93.2	98.7&93.2	100.9&104.3	93.1&94.5	103.1&99.4	100.9&111.3	93.8
CN1C(=O)CN=C(c2ccccc2)c2sccc21	100.4	91.1	91.2	97.2	100.4	106.1	100.5	91.0
CCCC1CCCCC12C(=O)NC(=O)NC2=O (configuration not stated)	112.7	101.3	98.9&112.4	97.1&110.5	99.9&98.6	107.9&99.1	120.3&89.3	91.8
C#CC(C)(O)CC (configuration not stated)	89.5	109.5	67.4	118.2	96.6	98.0	.	109.1
O=C(CCN1CC1)OCC1CC2C=CC1C2 (configuration not stated)	106.6	98.7	124.2	104.4	103.4	99.0	114.1	103.3
O=C1CCO1	105.8	92.2	127.1	90.5	104.6	96.6	103.1	92.6
COC(=O)[C@H](Cc1ccccc1)NC(=O)c1csc([C@@H](C[C@H](C(C)C)N(C)C(=O)[C@@H](NC(=O)[C@H]2CCCCN2C)C2CC2)OC(C)=O)n1	-3.1*	3.8*	3.0*	10.1	19.5	-44.4*	-1.7*	6.2*
CNC(=O)Oc1ccc(OC)cc1	104.5	101.8	107.8	101.5	107.6	104.3	105.7	103.8
C[C@]12CC[C@H]3[C@@H](CC[C@]45CC(=O)C=C[C@]34C5)[C@@H]1CCC2=O	99.2	96.4	111.3	87.5	104.1	92.9	102.5	.
CNC(=O)O/N=C(/C)c1cccc([N+](=O)[O-])c1	90.2	108.0	114.1	101.3	88.4	98.7	108.0	91.4
O=C1NC(=O)C(C2CCOC2=O)N1 (configuration not stated)	104.4	97.1	107.3	109.0	90.5	103.1	98.1	100.3

Taken from the listing for reference:
smiles	MDA-MB-468	K-562	BT-549	MOLT-4	MCF7	MDA-MB-435	MDA-MB-231	SR
CNC(=O)O/N=C(/C)c1cccc([N+](=O)[O-])c1	90.2	108.0	114.1	101.3	88.4	98.7	108.0	91.4
O=C1NC(=O)C(C2CCOC2=O)N1 (configuration not stated)	104.4	97.1	107.3	109.0	90.5	103.1	98.1	100.3

16 entries out of the list, arranged by length of the SMILES, rising.
smiles	MDA-MB-468	K-562	BT-549	MOLT-4	MCF7	MDA-MB-435	MDA-MB-231	SR
O=C1CCO1	105.8	92.2	127.1	90.5	104.6	96.6	103.1	92.6
CC(Cl)CN(C)C (configuration not stated)	116.0	98.1	.	82.7	116.9	112.1	109.1	90.5
ClCc1cccc(CCl)c1	102.0	110.3	97.5	99.3	89.5	97.4	105.3	.
CNC(=O)Oc1ccc(OC)cc1	104.5	101.8	107.8	101.5	107.6	104.3	105.7	103.8
C=CCC1C(=O)NC(=O)NC1=O	104.0	103.2	100.3	92.0	101.5	102.1	.	.
O=C1NC(=O)C(C2CCOC2=O)N1 (configuration not stated)	104.4	97.1	107.3	109.0	90.5	103.1	98.1	100.3
O=C(CCN1CC1)OCC1CC2C=CC1C2 (configuration not stated)	106.6	98.7	124.2	104.4	103.4	99.0	114.1	103.3
CCCC1CCCCC12C(=O)NC(=O)NC2=O (configuration not stated)	112.7	101.3	98.9&112.4	97.1&110.5	99.9&98.6	107.9&99.1	120.3&89.3	91.8
Cc1c(C(=O)c2ccccc2)c2ccccc2n1C	98.5	105.7	81.0	109.5	107.0	101.4	111.1	151.6
CN1C2CCC1CC(OC(c1ccccc1)c1ccccc1)C2 (configuration not stated)	.	80.2	100.2	79.9	92.4	102.3	114.6	79.8
CNC(=O)O/N=C(/C)c1cccc([N+](=O)[O-])c1	90.2	108.0	114.1	101.3	88.4	98.7	108.0	91.4
O=S(=O)(F)c1ccc2nc(-c3cccc(Sc4ccccc4)c3)cc(Cl)c2c1	107.3	95.3	97.6	.	98.3	98.2	105.1	82.6
O=[N+]([O-])c1ccc(/C=C/C=C/c2ccc(S(=O)(=O)F)cc2Cl)c(Cl)c1	.	106.3	107.4	101.3	95.3	108.8	114.6	101.3
C[C@]12CC[C@H]3[C@@H](CC[C@]45CC(=O)C=C[C@]34C5)[C@@H]1CCC2=O	99.2	96.4	111.3	87.5	104.1	92.9	102.5	.
CN1C(=O)C23CC4(C56CC78SSC(CO)(C(=O)N7C5Nc5ccccc56)N(C)C8=O)c5ccccc5NC4N2C(=O)C1(CO)SS3 (configuration not stated)	-81.7*	-30.3*	-99.1*	-62.2*	-68.1*	-87.0*	-94.1*	-75.8*
COC(=O)[C@H](Cc1ccccc1)NC(=O)c1csc([C@@H](C[C@H](C(C)C)N(C)C(=O)[C@@H](NC(=O)[C@H]2CCCCN2C)C2CC2)OC(C)=O)n1	-3.1*	3.8*	3.0*	10.1	19.5	-44.4*	-1.7*	6.2*

(further entries)
smiles	MDA-MB-468	K-562	BT-549	MOLT-4	MCF7	MDA-MB-435	MDA-MB-231	SR
c1ccc(N2CCNCC2)cc1	.	92.1	102.7	95.8	97.4	98.4	122.5	98.8
N#CC1=C(N)Oc2c(c(=O)oc3ccccc23)C1c1ccco1 (configuration not stated)	111.9	102.9	107.8	96.4	101.2	109.5	104.1	.
CCC(=O)C(CC(C)N1CCCCCC1)(c1ccccc1)c1ccccc1 (configuration not stated)	95.6	82.6	97.4	93.9	81.8	98.3	92.4	102.1
CCOC(=O)[C@@H](C)C[C@H](Cc1ccccc1)NC(=O)c1csc([C@@H](C[C@H](C(C)C)N(C)C(=O)[C@H](CC)NC(=O)[C@H]2CCCCN2C)OC(C)=O)n1	32.5	6.7*	-18.9*	9.2*	18.8	-35.7*	5.4*	6.7*

Screening data: PubChem BioAssay, NCI

Not all compounds are listed. The share of hits here may be higher or lower than overall.
